Screening results (PubChem BioAssay)
FBW7 activator = activators of human E3 ligase FBW7; AlphaScreen FBW7–phospho-cyclin E peptide binding, activator screen; normalized activity (activation), % at 26.1 µM; 0.13% of 650,000 active; AID 1259310; in the data active = normalized activity above about 1.9%;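 also: purified mutant Fbw7 with reduced substrate affinity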
TEAD-YAP inh = TEAD-YAP interaction inhibition; AID 1259422; 1.4% of 640,000 active; inhibition, % at 9.12 µM; HEK-TIYL cells, TEAD-Gal4/YAP UAS-luciferase luminescence; in the data active = inhibition above about 32%;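 also: 0% = median of test compound wells and 100% = reference inhibitor wells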
MITF primary = human MITF inhibition, primary screen; AlphaScreen MITF homodimerization, bead proximity signal; 0.91% of 650,000 active; inhibition, % at 2.6 µM; in the data active = inhibition above about 50%;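 also: 0% = vehicle wells with protein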
Target sequence (O75030 whole entry, looked up): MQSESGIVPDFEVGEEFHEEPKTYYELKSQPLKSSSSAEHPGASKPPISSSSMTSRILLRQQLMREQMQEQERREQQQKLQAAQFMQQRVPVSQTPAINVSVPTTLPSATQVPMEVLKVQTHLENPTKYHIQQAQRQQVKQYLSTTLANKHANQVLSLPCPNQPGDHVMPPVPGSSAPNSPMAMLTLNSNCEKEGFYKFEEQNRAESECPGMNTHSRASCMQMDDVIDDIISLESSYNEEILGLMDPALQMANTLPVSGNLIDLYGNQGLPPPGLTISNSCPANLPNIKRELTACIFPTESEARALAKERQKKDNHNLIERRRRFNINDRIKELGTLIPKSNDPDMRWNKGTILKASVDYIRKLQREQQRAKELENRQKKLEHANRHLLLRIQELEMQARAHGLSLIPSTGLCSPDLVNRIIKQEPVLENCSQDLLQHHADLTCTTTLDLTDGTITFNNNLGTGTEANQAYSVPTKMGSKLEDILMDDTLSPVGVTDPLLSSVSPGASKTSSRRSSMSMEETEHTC
GPR151 activ = activators of human GPR151; PathHunter beta-arrestin GPR151 cells, luminescence; activation, % at 11.2 µM; 1% of 650,000 active; AID 1508602; in the data active = activation above about 4.9%;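 also: 0% = median of compound wells and 100% = cells with positive control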
Target sequence (Q8TDV0 whole entry, looked up): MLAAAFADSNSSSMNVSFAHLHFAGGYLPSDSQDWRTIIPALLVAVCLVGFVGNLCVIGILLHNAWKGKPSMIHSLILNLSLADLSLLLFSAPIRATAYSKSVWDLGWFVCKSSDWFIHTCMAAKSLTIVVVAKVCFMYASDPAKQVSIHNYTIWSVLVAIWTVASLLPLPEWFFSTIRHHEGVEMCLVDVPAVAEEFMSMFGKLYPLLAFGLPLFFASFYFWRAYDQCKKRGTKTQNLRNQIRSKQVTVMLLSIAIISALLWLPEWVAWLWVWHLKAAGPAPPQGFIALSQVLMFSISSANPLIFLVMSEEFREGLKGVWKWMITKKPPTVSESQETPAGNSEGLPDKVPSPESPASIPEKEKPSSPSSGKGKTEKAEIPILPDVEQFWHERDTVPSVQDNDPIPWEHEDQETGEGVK
Numbers without * were called inactive; nt = no result given.

SMILES | FBW7 activator | TEAD-YAP inh | MITF primary | GPR151 activ
O=C(NCCOc1ccccc1)c1cccc(Nc2ccc(-n3ccnc3)cc2)c1 | 0.3 | -31 | 16 | -1.5
O=C(Nc1nc(-c2ccc(Oc3ccccc3)cc2)cs1)c1ccc(S(=O)(=O)N2CCCCC2)cc1 | 0.1 | 19 | -9 | -0.8
CCOc1c(CNCc2ccc(C(=O)O)cc2)cccc1OC | 0.1 | 3 | 6 | -0.6
CCOC(=O)c1c(C)[nH]c(C(=O)CSc2nc3sc4c(c3c(=O)n2-c2ccccc2)CCC4)c1C | -0.2 | 13 | -1 | 0.4
COc1ccccc1C(=O)Nc1nn2c(-c3ccco3)nnc2s1 | 0.7 | 1 | 6 | -0.9
CC(=O)N/C(=C\c1ccccc1)C(=O)N(C(C)C)C(C)C | -0.3 | 3 | 3 | 0.9
CCCCOc1ccc(/C=C2\N=C(c3cccc(C)c3)OC2=O)cc1 | -0.1 | 4 | 7 | 0.6
COC(=O)/C(=C/c1cccc(Br)c1)NC(=O)c1ccco1 | 0.1 | -3 | 2 | -1.6
COc1ccc(Oc2nc3ccccn3c(=O)c2/C=C(\C#N)C(=O)NC2CCCCC2)cc1 | -0.1 | -9 | -1 | -3.6
CC(=O)Nc1ccc(NC(=O)c2ccc(C(=O)Nc3ccc(NC(C)=O)cc3)cc2)cc1 | -0.1 | 6 | -1 | -1.9
CCCCc1nnc(NC(=O)Cc2ccc(OC)cc2)s1 | 0.1 | 2 | 5 | 0.8
Cc1ccc(NC(=O)CCN2CCN(c3ccccc3)CC2)c(C)c1 | -0.1 | -4 | 8 | 2.2
COc1cccc(-c2nnc3n2N=C(c2ccc(O)c(O)c2)CS3)c1 | -0.5 | 58* | 6 | -0.1
CCOCCOC(=O)C1=C(C)NC2=C(C(=O)CCC2)C1c1cc(OC)c(OC)c(OC)c1 (centres undefined) | 0.0 | 9 | -2 | -0.2
CCOC(=O)c1c(C)n(C)c2c1cc(OC(=O)c1ccc(C(C)(C)C)cc1)c1ccccc12 | -0.1 | -1 | 4 | -1.5
C=CCn1c(SCc2ccccc2F)nc2cc(C(=O)N3CCC(C(N)=O)CC3)ccc2c1=O | 0.1 | 4 | 15 | -0.2
Cn1c(=O)c2cc(C(=O)NCCCN3CCCCCC3)sc2c2ccccc21 | -0.8 | -2 | 14 | 0.9
COc1ccc(Cl)cc1N(CC(=O)NC1CCCCCC1)S(C)(=O)=O | 0.1 | 3 | 24 | -1.3
CCOC(=O)C1=C(c2ccccc2)NC(=O)NC1c1ccc(OC)c2ccccc12 (centres undefined) | 0.0 | 2 | 2 | -0.1
COc1ccc(N/N=C(\C#N)C(=N)SCc2ccccc2)cc1 | 0.0 | 33* | 3 | 0.6
COc1ccc(-n2c(SCC(=O)N3CCOCC3)nnc2-c2c[nH]c3ccccc23)cc1 | 0.0 | 7 | 14 | 0.1
O=C(c1ccco1)N1CCN(C(=O)c2ncoc2-c2ccccc2Cl)CC1 | 0.1 | 7 | 6 | -0.6
CCOC(=O)N1CCN(c2ccc3ccccc3n2)CC1 | 0.1 | -58 | -16 | -0.2
Cc1cn2c3c(=O)n(C)c(=O)n(C)c3nc2n1C | -0.2 | 4 | -16 | 0.4
COc1ccc(C2=NOC(C(=O)N3CCCCC3)C2)cc1 (centres undefined) | 0.2 | -78 | 16 | -0.4
CCOc1cc(C2C(C(=O)OC)=CN(C3CC3)C=C2C(=O)OC)cc(Br)c1O | 0.0 | -1 | -3 | 2.4
C#CCSc1cccc2cccnc12 | -0.2 | -5 | -2 | 1.6
CCCCCCNC(=O)C(CC)NS(=O)(=O)c1ccc(C)cc1 (centres undefined) | 0.0 | -4 | -7 | 0.2
CCc1nccn1CCC(=O)N1CCCC(C(=O)c2cc(F)ccc2OC)C1 (centres undefined) | -0.1 | 7 | 2 | 2.5
CCOc1ccccc1CN1CCNC(=O)C1CC(=O)NCc1ncc(C)[nH]1 (centres undefined) | 0.1 | 0 | 15 | 0.4
CC(COCC(O)CN1CCN(Cc2ccc3c(c2)OCO3)CC1)c1ccccc1 (centres undefined) | 0.1 | 5 | 20 | -2.0
CC1(c2ccc(Br)cc2)NC(=S)N(c2ccccc2)N1 (centres undefined) | 1.1 | -10 | 18 | 1.3
COc1nc(NCc2cccnc2)nc(-c2ccc(C(=O)N3CCN(C)CC3)cc2)n1 | 0.2 | 2 | 25 | -3.2
Cc1sc2ncnc(SCc3ccc(F)cc3)c2c1C | 0.3 | 8 | 2 | -0.2
CCn1c(C(=O)N2CCC(C(=O)N3CCOCC3)CC2)cc2sccc21 | -0.1 | -6 | 6 | 1.2
O=C(Oc1ccc(N(Cc2cccs2)C2=NS(=O)(=O)c3ccccc32)cc1)c1ccccc1 | 0.1 | -6 | -9 | 0.2
Cc1ccc(C2/C(=C(\O)c3ccc(Cl)cc3)C(=O)C(=O)N2c2ccccn2)cc1 (centres undefined) | 0.1 | 8 | -1 | 0.5
CCCNC(=O)Cc1cn(-c2ccc(Nc3ccc(-n4ccnc4)cc3)nn2)c2ccccc12 | -0.2 | 1 | 20 | 0.8
C/C=C/C(=O)Nc1ccc(-c2ccccc2)cc1 | -0.1 | -15 | -1 | -0.4
COC(=O)Cn1nnc(-c2nnn(CC(=O)OC)c2-c2ccccc2)c1-c1ccccc1 | 0.0 | -5 | 13 | 0.6
Cc1ccc(/C(O)=C2/C(=O)C(=O)N(CCCN(C)C)C2c2cccnc2)cc1 (centres undefined) | -0.1 | 5 | 15 | -0.8
O=C(c1ccc(Cl)cc1Cl)N1CCCC(C(F)(F)F)C1 (centres undefined) | 0.0 | -10 | -3 | 0.5
O=C(CSc1ccccn1)Nc1nc2c(ccc3ccccc32)s1 | 0.0 | 8 | -16 | -0.8
CN(C)c1nc(OCC(F)(F)F)nc(N2CCN(C34CC5CC(CC(C5)C3)C4)CC2)n1 | 0.4 | 1 | 9 | 0.1
CCCCNS(=O)(=O)c1ccccc1C(F)(F)F | -0.1 | 2 | -15 | -0.7
Cc1cc(F)c(F)c(C(=O)N2CCCC2)c1 | -0.1 | -3 | 10 | -0.5
COc1ccccc1COn1c(=O)c(-c2cccc(Cl)c2)[n+]([O-])c2ccccc21 | 0.1 | -5 | -2 | 0.5
O=C(Cn1c(=O)oc2ccccc21)N1CCN(c2cccc(C(F)(F)F)c2)CC1 | 0.0 | 5 | -5 | 1.6
O=C(CSc1nc2ccccc2[nH]1)Nc1ccc(N2CCOCC2)c(Cl)c1 | -0.1 | 22 | 2 | 0.8
COc1ccc(Cl)cc1NC(=O)CSc1nnc2[nH]c(=O)ccn12 | -0.2 | 0 | -6 | -0.9
O=c1ccc2cc(S(=O)(=O)NN3CCOCC3)ccc2[nH]1 | 0.1 | -1 | -4 | 0.0
CCCn1c(SCC(=O)NCCc2ccccc2)nnc1C(C)C | 0.1 | 5 | -8 | -1.2
O=C(Nc1cc(Cl)ccc1Oc1ccc(Br)c2ccccc12)c1cc(Cl)cc(Br)c1O | 0.0 | -2 | 2 | 0.5
COc1ccc(C2N=c3[nH]n(-c4ccccc4)c(=O)c3=C3CCCCCN32)cc1 (centres undefined) | 0.1 | -29 | -2 | -0.5
CCOC(=O)NC(NC(=S)Nc1ccc(C(C)=O)cc1)C(Cl)(Cl)Cl (centres undefined) | -0.2 | -33 | -10 | -0.9
Nc1nc(NCc2ccccc2)cc(-c2csc3ccccc23)n1 | 0.2 | 2 | 8 | 0.1
Cc1noc(C)c1CC1(c2ccccc2)C(=O)Nc2c(Cl)cccc21 (centres undefined) | 0.0 | 3 | -2 | 0.2
Cc1cc(C)cc(NC(=S)NCC2CCCO2)c1 (centres undefined) | 0.3 | 16 | 17 | 0.6
CC/C=C\CCC(OC(=O)c1ccc(Br)cc1)C1=CCCCC1=O (centres undefined) | -0.2 | nt | -13 | -0.3
O=C(CSc1nc(NCC2CCCO2)c2ccccc2n1)N1CCN(c2ccccc2)CC1 (centres undefined) | 0.0 | 13 | 4 | 0.8

Entries listed so far with bromine:
SMILES | FBW7 activator | TEAD-YAP inh | MITF primary | GPR151 activ
COC(=O)/C(=C/c1cccc(Br)c1)NC(=O)c1ccco1 | 0.1 | -3 | 2 | -1.6
CCOc1cc(C2C(C(=O)OC)=CN(C3CC3)C=C2C(=O)OC)cc(Br)c1O | 0.0 | -1 | -3 | 2.4
CC1(c2ccc(Br)cc2)NC(=S)N(c2ccccc2)N1 (centres undefined) | 1.1 | -10 | 18 | 1.3
O=C(Nc1cc(Cl)ccc1Oc1ccc(Br)c2ccccc12)c1cc(Cl)cc(Br)c1O | 0.0 | -2 | 2 | 0.5
CC/C=C\CCC(OC(=O)c1ccc(Br)cc1)C1=CCCCC1=O (centres undefined) | -0.2 | nt | -13 | -0.3

Record cards, from the list above:
Results for `O=C(c1ccc(Cl)cc1Cl)N1CCCC(C(F)(F)F)C1` (centres undefined) → FBW7 activator: 0.0; TEAD-YAP inh: -10; MITF primary: -3; GPR151 activ: 0.5
Results for `O=C(CSc1ccccn1)Nc1nc2c(ccc3ccccc32)s1` → FBW7 activator: 0.0; TEAD-YAP inh: 8; MITF primary: -16; GPR151 activ: -0.8

Other compounds:
SMILES | FBW7 activator | TEAD-YAP inh | MITF primary | GPR151 activ
N#Cc1ccc(OCC(=O)NNC(=O)c2ccco2)cc1 | 0.3 | 2 | 11 | 0.5
C=CCN1C(=O)/C(=C\c2ccc(Br)o2)C(=O)NC1=S | 0.1 | 2 | 46 | 2.7
Cc1ncc2c(NC3CC3)nc3ccccc3n12 | 0.0 | 0 | -4 | 2.0
COc1cccc(C2C(C(=O)Nc3ccc(C)cn3)=C(C)NC3=C2C(=O)CC(C)(C)C3)c1 (centres undefined) | 0.0 | -3 | -9 | 0.3
COC(=O)c1cnn2c(C)c(Cc3ccccc3Cl)c(C)nc12 | 0.1 | -8 | 0 | -0.2
CCOc1ccc(-n2c(N)c(C(=O)Nc3ccc(F)cc3)sc2=S)cc1 | -0.1 | -17 | 2 | -1.6
CCCCNC(=S)N1CCn2cccc2C1c1cc(OC)ccc1OC (centres undefined) | 0.1 | 10 | -2 | -0.8
O=C(CN1C(=O)C(=O)N(C2CCCC2)C1=O)NCCC(c1ccccc1)c1ccccc1 | 0.2 | 3 | 16 | -1.4
CCOc1ccccc1-n1cnc2cc(C(=O)N3CCOCC3)ccc21 | 0.1 | -22 | 3 | -1.1
COc1cc(Cl)c(C)cc1NC(=O)CCNC(=O)NC12CC3CC(CC(C3)C1)C2 | 0.1 | 6 | -11 | -0.9
CCOC(=O)c1c(NC(=O)CSc2ncnc3sc4c(c23)CCC4)sc2c1CCCC2 | -0.3 | -26 | -3 | -1.1
CCOc1ccc(CN2CCc3nnc(C(C)NC(=O)CCOC)n3CC2)cc1 (centres undefined) | -0.1 | 2 | 3 | -0.3
Cc1occc1-c1nn(Cc2ccc3ccccc3n2)c(=O)o1 | -0.2 | 4 | 7 | -0.1
Fc1ccc(-c2nnn3c2nc(N2CCOCC2)c2ccccc23)cc1 | 0.0 | 13 | 8 | 3.7
CC(=O)N1CCCc2ccc([N+](=O)[O-])cc21 | -0.1 | -2 | -2 | -0.5
C=C(C)CNC(=O)CCc1nnc(Cc2cc(OC)ccc2OC)o1 | 0.0 | -35 | -14 | -1.2
CCN1CCN(C(=O)c2ccc(-n3c(C)cc4c3CCCC4)cc2)CC1 | -0.1 | 5 | 1 | 0.3
Cn1c(=O)[nH]c(=O)c2[nH]c(CN3CCOCC3)nc21 | 0.0 | 14 | 11 | 2.1
CCOc1cc(S(=O)(=O)NCc2cccs2)ccc1Br | 0.0 | 4 | 7 | -1.1
CC(=O)Nc1cccc(-c2cnc3ccccc3n2)c1 | -0.2 | -36 | 8 | -0.8
COC(=O)COc1ccc(C2NC(=S)NC(C)=C2C(=O)OC)cc1 (centres undefined) | 0.0 | 8 | -3 | -0.2
C/C(=N/NC(=O)c1ccoc1C)c1ccc2ccccc2c1 | -0.1 | -6 | -2 | -7.7
O=C(CCCn1c(SCC(=O)c2ccc(Br)cc2)nc2ccsc2c1=O)NCc1ccc2c(c1)OCO2 | -0.1 | -4 | 3 | 0.3
CCOC(=O)Cn1c(=O)oc2cc(S(=O)(=O)NC3CCCc4ccccc43)ccc21 (centres undefined) | -0.3 | 8 | 3 | 0.1
CCNC(=O)c1cc(CNCC(C)(C)C)cc(NC(=O)c2ccccn2)c1 | 0.1 | 5 | 1 | 0.1
COc1ccc(-c2nc(C)cc(Nc3ccc(NC(C)=O)cc3)n2)cc1 | 0.0 | -39 | 6 | -1.1
CC(=O)c1cc[n+](N2CCCCC2)cc1 | 0.3 | 9 | -8 | -0.2
CN(C)c1ccc(-c2nc(-c3cc4ccccc4oc3=O)cs2)cc1 | 0.1 | 4 | 12 | 0.5
COc1ccc(N2C(=O)c3ccc(Oc4ccc(N)cc4)cc3C2=O)cc1 | 0.1 | 1 | -20 | -0.9
COc1ccccc1N(CC(=O)Nc1ccccc1F)S(C)(=O)=O | -0.1 | 2 | -9 | 3.0
Cc1ccc(N(C)S(=O)(=O)c2ccc3[nH]cc(C(=O)N4CCCCCC4)c(=O)c3c2)cc1C | 0.7 | 3 | 7 | -0.9
O=C(c1cc2nc(-c3ccc(Cl)c(Cl)c3)cc(C(F)(F)F)n2n1)N1CCOCC1 | 0.1 | 0 | -10 | 0.8
